# SNCA viab count: counter-screen for SNCA expression inhibitors: cell viability; AID 1671193; Potency, µM (series often up to 57.1 µM), for the others: at the highest dose activity change, negative = cytotoxicity, most hits filed as cytotoxic; HEK-293-SNCA-luc viability, GF-AFC fluorescence, 24 h; 150,000 tested, 0.12% active;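 note: potency is the fitted concentration of half-maximal effect; 0% = DMSO-treated cells and -100% = medium-only wells without cells; nearly all actives have a fitted effect of over 30% in size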
#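 Cytotoxicity counterscreen: after 24 h compound treatment of genome-edited SNCA-luciferase HEK-293 cells, live-cell protease substrate GF-AFC read by fluorescence after 30 min; activity scaled between DMSO (0%) and medium-only (-100%), curves Hill-fitted.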
# IP6K1 inhibitor: inhibitors of human IP6K1. Q92551. IP6K1 kinase, ADP-Glo luminescence, 2 h; active compounds read low. activity change, % (series mostly up to about 58 µM). 140,000 tested, 0.81% active. AID 1645851; in the data active = activity change below about -25%
# Target sequence (Q92551 whole entry, looked up): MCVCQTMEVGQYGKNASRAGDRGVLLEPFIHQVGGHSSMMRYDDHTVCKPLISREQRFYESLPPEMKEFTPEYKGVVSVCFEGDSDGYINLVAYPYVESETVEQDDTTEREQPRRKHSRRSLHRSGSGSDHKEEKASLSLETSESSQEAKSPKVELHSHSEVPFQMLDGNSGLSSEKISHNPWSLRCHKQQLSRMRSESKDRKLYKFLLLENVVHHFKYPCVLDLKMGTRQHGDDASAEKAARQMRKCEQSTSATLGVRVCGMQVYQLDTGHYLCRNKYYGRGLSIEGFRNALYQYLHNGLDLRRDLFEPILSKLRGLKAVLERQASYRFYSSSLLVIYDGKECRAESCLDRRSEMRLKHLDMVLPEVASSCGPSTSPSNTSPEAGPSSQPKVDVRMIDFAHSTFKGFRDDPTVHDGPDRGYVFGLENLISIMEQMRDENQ
#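 ADP-Glo luminescence measures ADP made by human IP6K1 during a 2 h RT reaction with ATP/IP6 (mix at 1.3 mM/130 uM); top library doses 57.5 and 19.1 uM final.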
# FLuc inh: Photinus pyralis luciferase inhibition; P08659; purified P. pyralis luciferase, luminescence, biochemical; Potency, µM (top dose mostly 115 µM), inactives show at the highest dose activity change, negative = inhibition, hits mostly inhibitors; 76,000 tested, 2.5% active; AID 1347043; note: potency is the fitted concentration of half-maximal effect; nearly all actives have a fitted effect of over 65% in size
# Target sequence (P08659 whole entry, looked up): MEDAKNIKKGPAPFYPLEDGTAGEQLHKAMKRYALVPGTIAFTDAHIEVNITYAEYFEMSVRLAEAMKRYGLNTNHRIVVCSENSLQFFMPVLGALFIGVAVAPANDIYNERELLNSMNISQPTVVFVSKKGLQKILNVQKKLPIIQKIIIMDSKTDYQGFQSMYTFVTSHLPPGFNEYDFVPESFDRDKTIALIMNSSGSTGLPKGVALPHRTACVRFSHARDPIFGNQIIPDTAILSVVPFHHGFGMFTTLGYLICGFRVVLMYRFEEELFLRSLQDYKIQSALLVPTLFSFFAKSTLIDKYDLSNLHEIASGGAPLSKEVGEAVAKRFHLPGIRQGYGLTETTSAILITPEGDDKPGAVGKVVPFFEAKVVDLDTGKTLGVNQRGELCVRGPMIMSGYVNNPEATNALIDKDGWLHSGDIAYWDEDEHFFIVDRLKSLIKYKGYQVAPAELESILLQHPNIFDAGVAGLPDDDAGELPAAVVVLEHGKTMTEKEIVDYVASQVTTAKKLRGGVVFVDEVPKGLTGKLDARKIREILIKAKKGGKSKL
#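 Biochemical qHTS: compound (6-point titration) added to 10uM D-luciferin plus 10uM ATP in Tris acetate pH 7.5 buffer with Mg, Tween-20 and BSA, then purified enzyme at 10nM; light output imaged.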
# SNCA expr inh: SNCA gene expression inhibition. HEK-293 SNCA-luciferase knock-in, luminescence, 24 h. 140,000 tested, 0.17% active. Potency, µM (doses to about 57.2 µM), for the others: at the highest dose activity change, negative = inhibition, usual class: inhibitors;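 note: potency is the fitted concentration of half-maximal effect; plate controls were DMSO cells for no effect and cell-free wells for full effect; nearly all actives have a fitted effect of over 45% in size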
# NIH3T3 tox: NIH 3T3 cell cytotoxicity; NIH 3T3 viability, CellTiter-Glo ATP luminescence, 48-72 h; 94,000 tested, 4.3% active; Potency, µM (series often up to 96.7 µM), without a hit: at the top dose activity change, negative = cytotoxicity, hits mostly inhibitors; note: potency is the fitted concentration of half-maximal effect; nearly all actives have a fitted effect of over 55% in size
#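 NIH 3T3 cells at 400 cells/well received 23 nL of compound by pintool and were incubated 48 or 72 h at 37 °C. Viability was read as ATP-coupled CellTiter-Glo luminescence.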
# GPT2 inhibitor: blocks human glutamate pyruvate transaminase 2; Q8TD30; Recombinant GPT2, coupled pyruvate oxidase/HRP Amplex Red fluorescence; Potency, µM (top dose mostly 57.7 µM), for inactives: top-dose activity change, negative = inhibition, most hits filed as inhibitors; 100,000 tested, 0.25% active; note: potency is the fitted concentration of half-maximal effect; nearly all actives have a fitted effect of over 60% in size; many of its hits are not listed in these tables
#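 Fluorescence of coupled pyruvate oxidase/HRP/Amplex Red system (50uM Amplex, 30 min, dark) reports pyruvate formed by GPT2. Enzyme reaction: 10ng/uL GPT2, 2mM L-alanine, 250uM a-KG, 30 min room temperature, pH 7.5; 50uM AOA control.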
# HEK cytotox: HEK 293 cell cytotoxicity; 94,000 tested, 6.6% active; HEK 293 viability, ATP luminescence (CellTiter-Glo), 48-72 h; Potency, µM (top dose mostly 115 µM), inactives show top-dose activity change, negative = cytotoxicity, actives largely listed as inhibitors; note: potency is the fitted concentration of half-maximal effect; nearly all actives have a fitted effect of over 60% in size
#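 CellTiter-Glo luminescence (cellular ATP) was read after 48 or 72 hr of compound exposure at 37 degree Celsius. Cells were HEK 293 plated at 250 cells/well.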
# * hit, by the source's call; i = inactive; ? = inconclusive; / = no result given; [ ] = dose if it differs, or a comment. Unless noted, calls come from the whole dose curve; as a rule, active = well fitted curve in the direction sought with a large enough effect; inconclusive = small, poorly fitted or top-dose-only effect, or another doubt; inactive = no such curve, though single readings can be large; an effect the other way counts as inactive or inconclusive. Unless noted, % is set by controls: 0 for no effect and ±100 for the full control effect. Some of the compounds tested, so the mix of outcomes need not match the whole.
SMILES,SNCA viab count,IP6K1 inhibitor,FLuc inh,SNCA expr inh,NIH3T3 tox,GPT2 inhibitor,HEK cytotox
Cc1ncc2n1C(=O)N(C1CCN(CC3CC3)CC1)C2,-7.3%[87.6 µM],12.7,9.3%[172 µM],0.1%[87.6 µM],-6.7%[138 µM],i,-1.4%[172 µM]
Cc1noc([C@@H]2CN(S(=O)(=O)c3cccnc3)C[C@H]2C(N)=O)n1,6.5%,5.5,-7.2%,12.4%,i,1.8%,4.1%
COc1ccc(NC(=O)CSc2nc3c(oc4ccccc43)c(=O)n2Cc2ccco2)cc1Cl,4.3%,2.7,/,18.4%,/,/,/
CN(C)c1ccc(C(=O)N2CCc3cn(C)c4cccc(c34)C2)cc1,0.7%,12.4,1.3%,-12.4%,?,-0.3%,?
COc1ccc(S(=O)(=O)N2CCCC(Cn3cnc4cccnc43)C2)cc1OC (stereo not given),6.2%,6.9,0.0%,?,-20.5%,i,?
CCOc1ccc(-c2cc3n(n2)CCCN(C(=O)Cn2cnc4c2c(=O)n(C)c(=O)n4C)C3)cc1,-2.8%,-5.4,/,23.9%,?,3.0%,?
COc1ccccc1-c1cccc(CN2CCCC(C(=O)N3CCCCC3)C2)c1 (stereo not given),-13.8%,-6.8,/,-6.4%,?,i,79.4µM*
Cc1cccc(OCC(=O)NCCn2ccn3nc(-c4ccc(C)c(C)c4)cc3c2=O)c1,-6.5%,-10.4,-12.0%,73.2%[activator],-10.1%,i,?
CC(C)(C(=O)NCCc1ccccn1)C1CCOCC1,-5.5%[12.5 µM],25.1,-0.7%,-15.1%,5.0%,i,-6.4%
Cc1cc(C)cc(NC(=O)C2CCN(S(=O)(=O)c3cccc(-c4noc(C)n4)c3)CC2)c1,-21.1%,37.3,/,?,/,/,/
O=C(Nc1cccc(F)c1)N1CC(Oc2ccc(-c3nc(-c4ccccc4)no3)cc2)C1,-10.2%,8.4,2.51µM*,93.7%[activator],?,i,?
COC1C(=O)N(C2CCN(C(=O)c3cc(C)nn3C)CC2)C12CCOCC2 (stereo not given),0.4%,-17.2,3.5%,-5.9%,-9.6%,i,-1.4%
Cc1ccccc1CNC(=O)CCc1cn(Cc2ccccc2C)c2ccccc12,5.9%,14.3,/,-15.9%,/,/,/
Cc1nn(CCCC(=O)NCc2cccc(Cl)c2)c(=O)c2c1sc1ccccc12,0.0%,-8.1,/,0.5%,/,/,/
Cc1ccccc1CCC1CCCN(C(=O)c2cccc(O)c2C)C1 (stereo not given),-1.9%,-3.5,12.5%,-5.6%,?,?,?
CCOC(=O)C1CCN(C(c2ccc(SC)cc2)c2c(O)cc(C)n(Cc3ccco3)c2=O)CC1 (stereo not given),13.3%,44.5,/,12.2%,/,/,/
CCc1cccc(NC(=O)Cn2c(-c3cccc(Cl)c3)nc(C)c(CCO)c2=O)c1,1.4%,-5.0,-8.8%,-20.6%,?,i,39.8µM*
Cc1cccc(C)c1OCC(=O)N(Cc1ccccc1F)C1CCS(=O)(=O)C1 (stereo not given),-1.5%,2.5,/,-15.0%,/,/,/
CCc1ccc(Sc2cc(C(=O)O)c3ccccc3n2)cc1,3.8%,-10.0,/,20.2%,/,/,/
N#Cc1cccc(NC(=O)Nc2ccc(=O)n3c2[C@@H]2C[C@@H](CN(C(=O)COc4ccccc4)C2)C3)c1,-8.4%,8.2,-0.7%,?,-13.0%,-3.6%,?
CCC(=O)Nc1ccc(OCC(=O)N[C@H]2CN(C(C)C)C[C@@H]2OC)cc1,18.8%,3.7,-3.1%,-10.9%,3.2%,1.0%,i
O=C(NC1CC1)C1CCCN(Cc2cccc(-c3cccs3)c2)C1 (stereo not given),1.2%,4.3,/,-17.6%,?,-3.2%,39.8µM*
CCOc1ccc(NC(=O)C(CC)n2nc(C)c3c(C)n(-c4ccccc4)nc3c2=O)cc1 (stereo not given),-13.5%,-12.5,/,-16.9%,/,/,/
CC(=O)N1CCc2cc(S(=O)(=O)NC(Cc3ccccc3)C(=O)NCc3ccc(C)cc3)ccc21 (stereo not given),-5.8%,10.9,/,6.8%,/,/,/
O=C(c1ccc(F)c(F)c1)N1CCN(c2cc(-c3ccc(F)cc3)[nH]n2)CC1,-7.2%,23.5,5.4%,-7.2%,?,-2.4%,?

# Among those listed so far, these have a Cl atom:
SMILES,SNCA viab count,IP6K1 inhibitor,FLuc inh,SNCA expr inh,NIH3T3 tox,GPT2 inhibitor,HEK cytotox
COc1ccc(NC(=O)CSc2nc3c(oc4ccccc43)c(=O)n2Cc2ccco2)cc1Cl,4.3%,2.7,/,18.4%,/,/,/
Cc1nn(CCCC(=O)NCc2cccc(Cl)c2)c(=O)c2c1sc1ccccc12,0.0%,-8.1,/,0.5%,/,/,/
CCc1cccc(NC(=O)Cn2c(-c3cccc(Cl)c3)nc(C)c(CCO)c2=O)c1,1.4%,-5.0,-8.8%,-20.6%,?,i,39.8µM*

# Next part:
SMILES,SNCA viab count,IP6K1 inhibitor,FLuc inh,SNCA expr inh,NIH3T3 tox,GPT2 inhibitor,HEK cytotox
COc1ccc(C(=O)N2C[C@@H](Oc3cccnc3)C[C@H]2C(N)=O)cc1F,-8.1%,13.2,-2.9%,-10.0%,-1.6%,i,i
COc1ccc(CN[C@H]2[C@H](O)[C@H](O)C[C@@H]2c2ccc(C(F)(F)F)cc2)cc1,-6.7%[87.6 µM],-5.1,-0.7%[172 µM],-15.8%[87.6 µM],28.2µM*,i,44.7µM*
Cc1ccc(CN2Cc3[nH]cnc3C[C@H]2C(=O)N2CCC(Cc3ccccc3)CC2)cc1,-13.3%[87.6 µM],11.3,9.7%[172 µM],?,70.8µM*,1.5%[88.5 µM],?
O=C(CN1CCOCC1)N1CCC(c2cc(N3CCCC3)ncn2)CC1,-3.9%,7.0,-5.5%,-16.9%,i,3.4%,-17.4%
O=C(COc1ccc(Cl)cc1)N(Cc1ccco1)Cc1ccco1,2.9%,23.5,/,-27.1%,/,/,/
CCc1ccc(-n2c(=O)c3sc4ccccc4c3n(Cc3cccc(F)c3)c2=O)cc1,9.3%,-23.2,/,5.6%,/,/,/
Cc1cccn2c(=O)cc(COc3ccc(NC(=O)C(C)Oc4ccccc4)cc3)nc12 (stereo not given),0.7%,6.0,/,-16.9%,/,/,/
CCC(=O)N1CCC(Cc2noc(-c3ccncc3)n2)C1 (stereo not given),-3.5%,-2.8,2.3%,-7.1%,-6.5%,i,-1.3%
Fc1ccc(CN2CCC3(CC(c4cccc(C(F)(F)F)c4)=NO3)C2)cc1 (stereo not given),4.3%,4.9,/,-15.1%,?,-19.3%,?
CC1(C(=O)O)CCN(C(=O)c2ccc3c(c2)OC(F)(F)O3)CC1,4.5%,-10.1,/,32.7%[activator],-11.7%,i,-9.6%
Cc1c(Cl)cccc1-n1ncc(C(=O)NC2CCCCC2)c1C1CCN(C(=O)OC(C)(C)C)CC1,1.7%,4.1,/,17.1%,/,/,/
CCN(Cc1ccncc1)C(=O)c1cc(-c2cnc(C)nc2)nc2cc(F)ccc12,2.4%,-7.3,11.1%,?,?,i,i
Cc1ccc(-c2onc(C)c2C)cc1S(=O)(=O)NCc1ccc(N(C)C)cc1,-7.4%,25.5,/,-16.3%,/,/,/
COCCOc1cc(=O)n2c(c1C(=O)NCc1ccccc1)CCOCC2,4.2%,-3.5,-3.0%,0.5%,i,i,i
COC(=O)C=CC(=O)OC,-12.1%,/,/,-6.0%,/,1.7%,/
COc1ccc(N2CCN(c3ncnc4c3cnn4C)CC2)cc1,-2.9%,7.6,/,9.4%,/,/,/
O=C(NC1CCCCC1)[C@@H]1C[C@@H](O)CN1C1CCN(C(=O)c2ccccc2)CC1,0.3%,9.2,-0.6%,-12.1%,1.3%,i,4.8%
COc1ccccc1-c1[nH]ncc1CN1CCCCCNC(=O)[C@@H]2CCC[C@@H]21,0.4%,-15.1,9.3%,24.6%,-15.4%,2.7%,-3.5%
Cc1cc(Cl)ccc1-n1nc(C)c([C@@H]2C=C[C@@H](NC(=O)CCC(=O)O)C2)c1C,-0.9%[87.6 µM],3.6,39.8µM*,-12.3%[87.6 µM],0.7%[138 µM],3.7%[88.5 µM],-3.5%[172 µM]
Cc1nc(CCn2ccnc2C)n(-c2ccc(S(N)(=O)=O)cc2)n1,7.4%,8.0,-10.2%,-6.0%,1.7%,-8.0%,i
Cc1ccccc1NC(=O)c1ccccc1NC(=O)c1ccccc1Cl,4.7%,32.6,/,33.1%[activator],/,/,/
Cc1noc(-c2cn(C3CCN(C(=O)c4ccc(OC(F)(F)F)cc4)C3)nn2)n1 (stereo not given),-5.6%,5.4,1.5%,-11.9%,-20.7%,3.9%,-11.7%
CCCNC(=O)NCCn1c(C)cnc1-c1ccncc1,-5.3%,0.0,0.9%,20.8%,-10.0%,-0.1%,2.0%

# Part of the list above, with each value named.
Molecule: COC(=O)C=CC(=O)OC
  SNCA viab count: -12.1% | IP6K1 inhibitor: / | FLuc inh: / | SNCA expr inh: -6.0% | NIH3T3 tox: / | GPT2 inhibitor: 1.7% | HEK cytotox: /

Molecule: Cc1nc(CCn2ccnc2C)n(-c2ccc(S(N)(=O)=O)cc2)n1
  SNCA viab count: 7.4% | IP6K1 inhibitor: 8.0 | FLuc inh: -10.2% | SNCA expr inh: -6.0% | NIH3T3 tox: 1.7% | GPT2 inhibitor: -8.0% | HEK cytotox: i

Molecule: Cc1ccc(CN2Cc3[nH]cnc3C[C@H]2C(=O)N2CCC(Cc3ccccc3)CC2)cc1
  SNCA viab count: -13.3%[87.6 µM] | IP6K1 inhibitor: 11.3 | FLuc inh: 9.7%[172 µM] | SNCA expr inh: ? | NIH3T3 tox: 70.8µM* | GPT2 inhibitor: 1.5%[88.5 µM] | HEK cytotox: ?

Molecule: CC1(C(=O)O)CCN(C(=O)c2ccc3c(c2)OC(F)(F)O3)CC1
  SNCA viab count: 4.5% | IP6K1 inhibitor: -10.1 | FLuc inh: / | SNCA expr inh: 32.7%[activator] | NIH3T3 tox: -11.7% | GPT2 inhibitor: i | HEK cytotox: -9.6%
